High-throughput results from PubChem.
TLR4 MyD88 comp: inhibitors of human TLR4-MyD88 binding. O00206+Q99836. HeLa CL3-4 TLR4/MyD88 BLA complementation, FRET ratio. inhibition, % at 8.4 µM. 200,000 compounds, 0.18% hits. AID 861; in the data active means inhibition above about 25%;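 further: 0% = vehicle and 100% = reference inhibitor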
Target sequence (O00206 whole entry, looked up): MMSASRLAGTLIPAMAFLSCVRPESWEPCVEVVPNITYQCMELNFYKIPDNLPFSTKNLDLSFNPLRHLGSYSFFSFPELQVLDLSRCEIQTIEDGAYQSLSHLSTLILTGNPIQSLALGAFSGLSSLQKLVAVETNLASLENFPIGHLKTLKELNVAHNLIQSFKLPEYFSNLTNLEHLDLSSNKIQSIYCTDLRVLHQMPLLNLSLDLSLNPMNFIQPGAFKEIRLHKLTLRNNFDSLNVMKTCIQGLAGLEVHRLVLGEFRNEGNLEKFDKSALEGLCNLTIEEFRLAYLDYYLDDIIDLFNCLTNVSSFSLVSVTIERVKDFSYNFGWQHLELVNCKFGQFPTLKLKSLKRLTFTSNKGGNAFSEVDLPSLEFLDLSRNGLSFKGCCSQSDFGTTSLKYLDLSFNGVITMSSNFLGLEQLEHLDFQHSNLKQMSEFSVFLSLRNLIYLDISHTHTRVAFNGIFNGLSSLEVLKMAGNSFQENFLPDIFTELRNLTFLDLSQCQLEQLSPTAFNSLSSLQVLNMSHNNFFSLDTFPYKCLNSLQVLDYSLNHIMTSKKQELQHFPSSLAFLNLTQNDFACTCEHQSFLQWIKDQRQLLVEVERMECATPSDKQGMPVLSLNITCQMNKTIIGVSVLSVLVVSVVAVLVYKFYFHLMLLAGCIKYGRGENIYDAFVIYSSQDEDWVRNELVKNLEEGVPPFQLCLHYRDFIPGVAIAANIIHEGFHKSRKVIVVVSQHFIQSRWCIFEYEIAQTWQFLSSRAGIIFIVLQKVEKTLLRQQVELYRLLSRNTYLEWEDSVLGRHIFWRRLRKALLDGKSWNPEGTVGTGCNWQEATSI
Target sequence (Q99836 whole entry, looked up): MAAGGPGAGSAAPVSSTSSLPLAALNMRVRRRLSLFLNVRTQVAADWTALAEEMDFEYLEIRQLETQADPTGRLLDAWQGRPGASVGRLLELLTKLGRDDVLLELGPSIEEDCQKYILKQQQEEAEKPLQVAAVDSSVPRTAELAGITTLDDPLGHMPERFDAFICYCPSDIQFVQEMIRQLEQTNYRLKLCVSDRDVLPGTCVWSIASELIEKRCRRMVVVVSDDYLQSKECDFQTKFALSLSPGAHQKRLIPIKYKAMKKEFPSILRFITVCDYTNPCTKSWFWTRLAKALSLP
Redox H2O2 prof: compounds producing H2O2 with reducing agent – biochemical, NIH compound library profiling, artefact control for MLSCN library redox annotation, primary screen; activation, % at 10 µM; DTT-dependent redox cycling H2O2, phenol red/HRP absorbance; 100% = 100 µM peroxide control, 0% = buffer; AID 878; 200,000 compounds, 0.03% hits;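 active means activation of at least 50% relative to the plate's high and low controls in the primary single-dose screen; inactive means activation below 50%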;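 further: compound incubated with DTT at 0.8 mM final as the reducing agent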
TR-FRET SRC-2 ct: TR-FRET artefact, counter-screen to PPARgamma/SRC-2 agonist assay. hits give high values. TR-FRET ratio at 8 µM. 200,000 compounds, 0.4% hits. AID 1049; in the data active means TR-FRET ratio above about 2000; further: inactives centre near 1500; reference of the scale not given here
bIAP activator: intestinal alkaline phosphatase (bovine) activation. activation factor at 20 µM. 200,000 compounds, 0.17% hits. AID 1016. purified bovine IAP, CDP-star luminescence, 30 min; hits give high values; fold of DMSO-control signal, blank-subtracted;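 active means activation factor of 2 or more at 20 µM, a signal rise over negative controls twice the positive control's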
bIAP inh: blocks bovine intestinal alkaline phosphatase activity. inhibition, % at 20 µM. purified bovine IAP, CDP-star luminescence, 30 min. 190,000 tested, under 10 active;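 active means over 50% inhibition of intestinal alkaline phosphatase at 20 µM in the single-dose screen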
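Assay system: bovine IAP enzyme; medium: DEA buffer 100 mM, pH 9.8, with MgCl2 1.0 mM, ZnCl2 0.02 mM; doses: 20 µM single dose; incubation: enzyme reaction for 30 min at room temperature; detection: CDP-star luminescence signal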
S1P3 antag: S1P3 (human) receptor antagonism. Q99500. CHO S1P3 NFAT-BLA reporter, FRET fluorescence, antagonist mode. inhibition, % at 4.98 µM. 170,000 compounds, 0.27% hits. AID 485;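 active means inhibition above the plate cutoff, the mean inhibition of test wells on that plate plus 3 SD, cut at about 28% in these data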;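 further: cells challenged with S1P at its EC80 of 0.8 µM; blue over green emission ratio from cleaved BLA substrate after 4 h stimulation; 0% = S1P-stimulated wells and 100% = unstimulated DMSO-only wells; some compounds past the cut are filed as inactive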
ROMK primary: modulates human ROMK potassium channel activity. 130,000 compounds, 2% hits. Tet-inducible ROMK, thallium flux fluorescence; actives lie on both sides. B-score at 10 µM. P48048;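 active means signal ratio slope over the read window, or its plate-corrected B-score, at least 3 SD from the plate mean, either direction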;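 further: B-score of the F/F0 ratio slope over 7 to 12 s after thallium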
PPARg SRC-2 ag: PPARgamma-driven SRC-2 recruitment agonism; 200,000 compounds, 0.34% hits; PPARgamma LBD-SRC-2 recruitment, biochemical; activation, % at 8 µM; AID 1032; P37231; in the data active means activation above about 22%;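 further: 0% = vehicle and 100% = reference agonist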
PPARg SRC-3 ag: agonists of human PPARgamma SRC-3 coactivator recruitment | P37231 | biochemical PPARgamma/SRC-3 coactivator recruitment assay | activation, % at 8 µM | 200,000 compounds, 0.26% hits; in the data active means activation above about 23%;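 further: 0% = DMSO and 100% = reference agonist; some compounds past the cut are filed as inactive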
PPARg SRC-1 ag: agonists of human PPARgamma SRC-1 coactivator recruitment | P37231 | PPARgamma-SRC-1 coactivator recruitment biochemical assay | activation, % at 8 µM | 200,000 compounds, 0.41% hits | AID 631; in the data active means activation above about 19%;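 further: 0% = DMSO and 100% = reference agonist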
Lmaj promast: reduces viability of Leishmania major promastigotes. 200,000 compounds, 9% hits. resazurin fluorescence viability. inhibition, % at 10 µM. AID 1063; in the data active means inhibition above about 50%;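 further: promastigotes grown with compound for 44 hours at 28 °C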
Active calls of the source: *; · = no result given.

SMILES | TLR4 MyD88 comp | Redox H2O2 prof | TR-FRET SRC-2 ct | bIAP activator | bIAP inh | S1P3 antag | ROMK primary | PPARg SRC-2 ag | PPARg SRC-3 ag | PPARg SRC-1 ag | Lmaj promast
CCCc1ncc(C(O)c2cccc(OC)c2OC)n1C (stereo not given) | 5 | 0.1 | 1743 | 1 | 4 | -69 | · | 5 | 0 | -15 | 0
O=C(NCc1ccco1)C1CCCN(S(=O)(=O)c2ccc(Br)cc2)C1 (stereo not given) | -4 | -0.6 | 1611 | 0.9 | 5 | 0 | 0.67 | 6 | 4 | 9 | -1
COc1ccc(-c2nc3c(c(=O)n(C)c(=O)n3C)n2CC2CC(c3ccccc3)=NO2)cc1OC (stereo not given) | -1 | 0.4 | 1480 | · | · | 4 | -0.017 | 5 | -3 | 4 | 15
CC(C)COC(=O)c1ccccc1N1C(=O)C2C3CCC(C3)C2C1=O (stereo not given) | -4 | -0.1 | 1394 | 1 | 1 | 7 | · | -2 | -1 | 5 | -7
Cn1c(=O)c2c(ncn2CC(=O)OCC(=O)Nc2ccc(Cl)cc2)n(C)c1=O | -6 | -0.8 | 1443 | 1.1 | -12 | -16 | 0.095 | 10 | 4 | 11 | -3
COc1ccc(NCC(=O)N/N=C/c2cc([N+](=O)[O-])ccc2N2CCCC2)cc1 | -10 | 0.1 | 1355 | 1 | 3 | -2 | -1.2 | 0 | -1 | -6 | 18
O=C(CCC(=O)N(c1ccccc1)C(C(=O)NC1CCCC1)c1ccncc1)Nc1cccnc1 (stereo not given) | -5 | 0.1 | 1583 | 0.9 | 7 | -6 | 0.71 | 19 | -7 | 4 | -2
CCOc1cc(/C=C2/SC(=S)NC2=O)ccc1OC(=O)c1ccco1 | 2 | -0.8 | 1438 | 1 | 2 | -7 | -1.5 | 1 | 5 | 0 | 3
Clc1ccc(Sc2cnc3ccccc3n2)cc1 | 3 | 0.2 | 1570 | 0.7 | 31 | · | -0.1 | 0 | 6 | -1 | -2
CCOc1ccc(CCNC(=O)c2cc3sccc3n2C)cc1OCC | -2 | 0.2 | 1397 | 1.2 | -22 | -28 | 0.41 | 4 | -2 | 4 | -1
COC(=O)c1ccc(CSc2cc(C)c3ccccc3n2)o1 | 5 | -1.6 | 1397 | 1 | 2 | 1 | 0.87 | -3 | -2 | 1 | 8
Cc1nc2ccccc2nc1CSc1nnc(N)s1 | -10 | 0.0 | 1444 | 0.9 | 12 | · | -0.017 | 4 | 1 | -6 | -2
Cc1c(C(=O)N/N=C/c2ccccc2)[nH]c2ccc(Cl)cc12 | 5 | -0.5 | 1592 | 0.7 | 27 | 1 | 0.63 | 14 | 2 | 5 | -3
C=CCNC(=O)c1ccc(-c2nc(-c3ccccc3)cs2)cc1 | -3 | 3.6 | 1531 | 0.9 | 8 | · | · | -3 | 3 | 3 | -4
Cn1c(=O)c2c(nc(SCCN3CCCCC3)n2Cc2ccc(Cl)cc2)n(C)c1=O | -6 | -0.2 | 1357 | 1 | -2 | · | -0.37 | 3 | -2 | -2 | 90*
Cc1cc(C)cc(NC(=S)NCc2ccc(S(N)(=O)=O)cc2)c1 | -3 | 0.1 | 1559 | 0.9 | 6 | 2 | 0.068 | 1 | 4 | 7 | 15
Cc1nc2sc(C(c3ccc(Cl)cc3)N3CCN(C(=O)c4ccco4)CC3)c(O)n2n1 (stereo not given) | 8 | 5.0 | 1529 | 1.1 | -13 | -14 | 2.4 | -2 | 2 | 7 | -7
CC(C)(C)c1ccc(C(=O)OC/C(O)=C(\C#N)c2nc3ccccc3s2)cc1 | -9 | 0.6 | 1620 | 0.8 | 20 | -3 | · | -1 | 4 | -2 | -4
O=C(O)CN(Cc1ccco1)S(=O)(=O)c1ccc(F)cc1 | 2 | 1.7 | 1622 | · | · | -22 | 0.39 | 4 | 6 | 4 | -8
Cn1nnc2cc(C(=O)N3CCSCC3)ccc21 | 3 | 2.2 | 1433 | 0.8 | 21 | -8 | · | 0 | -8 | 1 | -4
CCCNC1=C(N(C(C)=O)c2cccc(F)c2)C(=O)c2ccccc2C1=O | -9 | 0.0 | 1561 | 1 | 1 | -14 | · | 11 | -1 | 7 | 99*
CC(C)Sc1nc(C(F)(F)F)cc(=O)n1-c1ccccc1 | -16 | 1.1 | 1441 | 0.9 | 5 | · | · | -7 | -13 | 3 | -1
O=C(OCc1ccc(Br)cc1)c1ccncc1 | 8 | -0.1 | 1672 | 1 | 3 | -2 | 0.6 | 7 | 0 | 3 | -4
CCOc1cc(C2c3c(-c4ccccc4)n[nH]c3C(=O)N2c2ccc(C(=O)O)cc2)ccc1O (stereo not given) | -1 | -0.9 | 1483 | 1.1 | -12 | -18 | 0.87 | 2 | 3 | 0 | -2
COn1c(SC(C)C)nc2ccccc2c1=O | -12 | 0.1 | 1746 | 1 | 3 | · | · | -1 | 4 | 4 | -3
Cc1cccnc1NC(=O)C1c2ccccc2Oc2ccccc21 | -2 | -0.3 | 1490 | 1 | -2 | -1 | 0.16 | -5 | -1 | 3 | -6
CC(NCC(O)COC1CCC(C(C)(C)C)CC1)c1ccccc1 (stereo not given) | -6 | -0.9 | 1477 | 1.1 | -7 | -2 | -2.3* | 6 | 1 | 10 | 100*
CCN(CC)CCN1C(=O)C(=O)/C(=C(/O)c2cnn(-c3ccccc3)c2C)C1c1cccnc1 (stereo not given) | -9 | -1.1 | 1431 | 0.8 | 16 | -12 | · | 0 | 9 | 1 | -7
O=C(O)c1cc2ccccc2c(=O)s1 | 8 | 3.3 | 1507 | 1 | 0 | · | · | 2 | -6 | -1 | -6
CCOc1ccccc1NC(=O)CNC(=O)Cc1ccccc1 | 5 | -0.1 | 1574 | 1 | -3 | -9 | -0.15 | 2 | 0 | -7 | -3
CCOc1cc(CNn2cnnc2)ccc1OCC(=O)NC1CCCCC1 | 5 | 2.4 | 1530 | 1.1 | -10 | -42 | · | -2 | -4 | -3 | -5
O=C(Cn1ncc(Cl)c(Cl)c1=O)N1CCN(Cc2ccccc2)CC1 | 24 | -0.3 | 1641 | 1.2 | -17 | -14 | -1.1 | 5 | 1 | -4 | 40
CCCc1nn(C)c(C(=O)Nc2cccc(Cl)c2)c1Cl | -6 | -0.7 | 1523 | 1 | 2 | 15 | 0.36 | -10 | 3 | 4 | -11
CCC(C)N=C1Sc2nc3ccc(C)cc3cc2CN1CCOC (stereo not given) | -2 | 0.0 | 1632 | 1 | 1 | 10 | -1.6 | 3 | -3 | -6 | 11
C#CCNC(=O)C1=C[C@H](c2cn(C(C)=O)c3ccccc23)C[C@H](OCc2ccc(CO)cc2)O1 | -2 | -0.8 | 1501 | 1.2 | -16 | -7 | · | -7 | -7 | 5 | 24
CCC(C)C(NC(=O)c1ccccc1NC(=O)c1ccco1)C(=O)O (stereo not given) | 5 | 2.3 | 1424 | 0.9 | 8 | -27 | · | -6 | -5 | -5 | 0
Cc1ccc(-c2nc3ncccn3c2NC(=O)C2CC2)cc1 | -7 | 2.2 | 1333 | 1 | 4 | -58 | · | -10 | -10 | -2 | -3
O=C(CCc1ccc(O)c(O)c1)NNC(=S)Nc1ccc(Br)cc1Cl | -2 | -0.9 | 1483 | 1.3 | -31 | 0 | 1.4 | 16 | 6 | -2 | -6
CC(OC(=O)c1oc2ccccc2c1CSC1CCCCC1)C(=O)NC(N)=O (stereo not given) | -8 | 0.0 | 1528 | 0.9 | 6 | -3 | 1.5 | -6 | -1 | -4 | 0
C/C(=N\NC(=S)Nc1ccc(F)cc1)c1ccc2c(c1)OCCO2 | 21 | 0.4 | 1442 | 1 | -2 | -2 | · | -9 | -1 | 2 | 77*
O=C(COc1c(Cl)cccc1Cl)NN1C(=O)CSC1=S | -7 | -1.7 | 1424 | 1.3 | -28 | 4 | 0.88 | 3 | 3 | 2 | -1
COc1ccc(NC(C)C(=O)N/N=C/c2cc(Br)ccc2OC)cc1 (stereo not given) | 11 | -0.3 | 1456 | 1.2 | -20 | -20 | -0.0039 | -3 | -2 | 4 | 0
O=C(C1CCC1)N1CCc2cc(S(=O)(=O)N3CCc4ccccc4C3)ccc21 | -5 | 0.7 | 1523 | · | · | -21 | · | 5 | -1 | 3 | 28
Cn1c(=O)c2c(nc(CN3CCN(C(=O)c4ccco4)CC3)n2Cc2ccccc2F)n(C)c1=O | 16 | -1.2 | 1449 | 1.1 | -10 | 0 | · | -4 | -4 | -3 | 11
COc1ccc(N2CCN(C(c3cccs3)C(C)NC(=O)c3ccco3)CC2)cc1 (stereo not given) | -5 | -4.3 | 1518 | 1.2 | -16 | · | · | 7 | -3 | 4 | 1
Cc1ccc(SCCC(=O)NCc2ccccn2)cc1 | -25 | -0.7 | 1686 | 0.9 | 14 | 1 | -0.14 | -1 | 4 | 4 | 3
CCOC(=O)C1=C(CC)Nc2ccccc2N=C1NC(=O)c1ccc(OC)c(S(=O)(=O)N2CCCCC2C)c1 (stereo not given) | 1 | -1.8 | 1610 | 0.9 | 7 | -7 | -0.03 | 1 | 5 | 16 | 26
O=C(O)CCC(=O)Nc1ccc(C(=O)OCC(=O)c2ccc(Cl)cc2Cl)cc1 | -4 | -1.8 | 1543 | 1 | -3 | -2 | 0.7 | 6 | 0 | -1 | -22
O=C(NCc1ccccc1Cl)c1cnc2n(c1=O)CCS2 | -2 | -1.1 | 1904 | 1 | -3 | -27 | · | 7 | 10 | 3 | -1
CCNCc1nc2cc(Cl)ccc2c(=O)[nH]1 | 0 | -0.8 | 1473 | 1 | 5 | 13 | 0.53 | 4 | -3 | 10 | -15
CC(C)(C)NC(=O)C(c1cccs1)N(Cc1ccc(F)cc1)C(=O)c1csnn1 (stereo not given) | 1 | 0.1 | 1687 | 1 | -2 | -20 | 0.6 | 4 | 2 | 13 | 6
O=C(NCCN1CCOCC1)c1cc(-c2ccc(Cl)cc2)on1 | 7 | -1.2 | 1789 | 1 | -2 | 0 | -0.44 | 6 | 4 | 5 | 1
CCN1CCN(c2ncc(C(=O)N3CCCc4ccccc43)c3ccccc23)CC1 | -8 | 0.3 | 1368 | 1 | -1 | 13 | · | 5 | -1 | 1 | 18
COc1ccc(N2CCN(C(=O)COCC(=O)O)CC2)cc1 | 4 | -0.6 | 1681 | 1.1 | -12 | -20 | 0.13 | 6 | 5 | 6 | -6
NC(=S)N/N=C/c1ccccc1 | -7 | 0.1 | 1557 | 0.8 | 17 | 2 | · | 0 | -1 | -1 | -3

Rows were taken by chance. Share with any hit: about 11%.
